# Screening results deposited in PubChem by NCI.
# Growth percent in the NCI-60 one-dose screen (48 h, 10 µM unless noted): 100 = growth as untreated, 0 = no growth, -100 = all killed.
# HT29 – HT29 colon cancer; actives 7.4% (n = 81,000)
# DU-145 – DU-145 prostate cancer. actives 4.2% (n = 81,000). AID 1794760
# HCC-2998 – HCC-2998 colon cancer | actives 4.7% (n = 79,000) | AID 1794799
# PC-3 – PC-3 prostate cancer cells; AID 1794754; actives 3.9% (n = 80,000)
# SF-539 – SF-539 CNS cancer. AID 1794752. actives 6.8% (n = 81,000)
# SNB-75 – SNB-75 CNS cancer; actives 5% (n = 79,000)
# SW-620 – SW-620 colon cancer; actives 5.2% (n = 82,000); AID 1794795
# SNB-19 – SNB-19 CNS cancer cells; actives 2.5% (n = 81,000)
# KM12 – KM12 colon cancer cells | AID 1794800 | actives 5% (n = 82,000)
# * = called active by the depositor; · = no result given; & = joins results of further samples; ! = not confirmed by another sample; [ ] = another dose, or the depositor's remark. How the source made its calls: active means growth percent below 10; inactive means the rest.
SMILES	HCC-2998	PC-3	DU-145	SF-539	SW-620	SNB-75	HT29	SNB-19	KM12
C=C1c2c(C)nn(-c3ccccc3)c2N(C)C23C[C@@H]1C1(C)c4c(C)nn(-c5ccccc5)c4N(C)C(C)(C[C@H]12)C3 (some centres undefined)	64	15	90	83	44	75	37	92	52
CCOCC(=O)O	111	98	114	104	104	112	94	96	105
Cc1cccc(NC(N)=O)c1	109	103	100	98	104	82	111	98	110
Nc1ccc(S(=O)(=O)O)c(N)c1	104	89	114	105	103	91	107	100	106
CN1CCN(Cc2ccc(NC(=O)c3cncc(C#Cc4cnc(N)c5ccc(C#N)cc45)c3)cc2C(F)(F)F)CC1	33	27	-7.6*	-58*	-41*	-20*	-32*	26	-85*
N#Cc1c(C(F)(F)F)cc(=O)[nH]c1O	103	94	114	101	99	76	117	100	101
COc1cc(C2N=C(N)N=C(N)N2c2ccc(S(N)(=O)=O)cc2)cc(OC)c1OC (centres undefined)	97	104	113	103	106	93	97	108	108
CC(=O)Nc1ccccc1-c1nc2ccccc2s1	100	102	110	100	107	70	105	95	105
CCOc1ccc(C(=O)Nc2sc3c(c2C(N)=O)CCC3)cc1	48	·	106	99	143	98	106	124	86
C1CN(SSN2CCOCC2)CCO1	91[100 µM]	31[100 µM]	3.9*[100 µM]	-38*[100 µM]	-56*[100 µM]	48[100 µM]	-51*[100 µM]	67[100 µM]	2.1*[100 µM]
CC(=O)c1sc(N2N=C(C)CC2c2ccc(N(C)C)cc2)nc1C (centres undefined)	96	92	98	99	105	40	96	88	97
Cc1cccc2cc(-c3cc4ccccc4[nH]3)c(=Nc3ccc(Cl)cc3)oc12	99	84	103	90	93	·	101	95	92
O=C(O)CSC(SCC(=O)O)c1ccccc1	115	108	119	100	102	120	101	103	106
OCC1OC(n2cnc3cncnc32)C(O)C1O (centres undefined)	104	91	111	·	94	102	80	105	101
CCCCSc1cc(=O)[nH]c(N)n1	49	96	113	95	103	99	102	95	106
C/C(=N\O)c1cccs1	116	99	114	114	93	75	108	100	106
N#Cc1c(-c2ccccc2)cc(-c2ccccc2)n(CCCCCC(=O)NO)c1=O	98	81	95	90	87	55	88	94	76
COc1ccccc1/C=N\N=C(N/N=C/c1ccccc1OC)N/N=C/c1ccccc1OC	27&34	20&41	53&71	42&84	20&61	71&87	13&24	24&59	16&43
CCC(C)[C@H](NC(=O)[C@H](CC(=O)O)NC(=O)[C@@H](NC(=O)[C@@H](NC(=O)[C@H](Cc1c[nH]c2ccccc12)NC(=O)[C@H](Cc1cnc[nH]1)NC(=O)[C@H](CO)NC(=O)[C@H](CCCNC(=N)N)NC(=O)[C@H](CCCNC(=N)N)NC(=O)[C@H](CCCCN)NC(=O)[C@H](CCCCN)NC(=O)[C@H](CCCNC(=N)N)NC(=O)CNC(=O)[C@H](CCCNC(=N)N)NC(=O)[C@H](CCCNC(=N)N)NC(=O)[C@H](CCCNC(=N)N)NC(C)=O)C(C)(C)C)C1CCCCC1)C(=O)O (some centres undefined)	104	99	99	100	108	103	98	111	79
COc1ccc(-c2nc3ccc(-c4nnc(SCC(=O)Nc5ccc(Br)cc5)o4)cc3[nH]2)cc1OC	94	56	68	52	51	99	87	101	55
Clc1cccc2cnccc12	115	93	103	92	105	102	100	130	112
COc1ccc(-c2nc(SCCC(C)C)nc(N/N=C\c3ccc(OC)c(OC)c3)c2C#N)cc1	96	91	103	82	99	45	105	83	84
CC(=O)O[C@H]1CC[C@]2(C)[C@H]3CC[C@@H]4[C@H]5[C@H](C)[C@]6(C)OC[C@]5(CC[C@@]4(C)[C@]3(C)CC[C@H]2C1(C)C)C[C@@H]6/C(C)=N\N	101	93	107	97	102	91	109	97	101
Cc1c(Cl)cccc1NC(=O)c1sc2nc3c(cc2c1N)CN(Cc1ccccc1)CC3	83	43	30	39	17	42	8.1*	38	31
NC(=O)c1c(Nc2ccc(Cl)cc2)nn2c(-c3ccc(Cl)cc3)c(-c3nc4ccccc4s3)c(N)nc12	99	74	67	60	90	76	65	85	82
O=C(/C=C/C=C/c1ccc2c(c1)OCO2)N/N=C\c1ccc(O)cc1O	39	38	44	13	27	64	48	49	23
N=C(N)SCc1cc2c(cc1Cl)OCO2	94	76	117	101	103	93	87	97	97
Cc1cc(Cl)nc(N2CCN(CC(=O)Nc3ccc4c(ccn4C)c3)CC2)n1	100	89	114	98	107	101	91	94	99
O=C(Nc1ccc(Br)cc1)c1cc(Br)ccc1O	-42*!	3.3*	8.8*!	-1.3*!	4.3*!	-10*!	37&92	23&22	-15*
CCCC(C)C(=NC)Nc1ccc(Cl)c(Cl)c1 (centres undefined)	109	89	110	122	99	94	83	100	107
C=CCC(O)c1ccccc1 (centres undefined)	109	100	110	106	108	91	110	100	104
CCN(CC)CCOc1ccc(O)cc1	85	97	118	90	104	98	104	104	101
OCc1cccc(-c2ccc3ncc(-c4nc(NC5CC5)ncc4F)n3c2)c1	-1.0*	-10*	2.0*	-61*	0.3*	-41*	4.9*	-0.5*	-19*
COc1ccccc1NC(=O)c1ccc(/C=C/C(=O)c2nccn2C)cc1	-86*	-49*	-88*	-91*	-78*	-3.0*	-53*	-84*	-74*
Cc1cccc2c1C[C@@]1(C2=O)C(c2ccc(F)cc2)=NOS1=O (some centres undefined)	107	85	106	106	101	87	105	93	101
COC(=O)C(CCC(C(=O)OC)N1C(=O)c2ccccc2C1=O)N1C(=O)c2ccccc2C1=O (centres undefined)	112	101	109	100	106	69	111	100	108
CN1C(=O)N(C)C2C1NN=c1s/c(=C\c3cccc([N+](=O)[O-])c3)c(=O)n12 (centres undefined)	91	76	111	103	83	89	85	88	68
Oc1ccc(/C=N/c2n[nH]c(-c3cccnc3)n2)c(O)c1O	100	95	106	100	97	71	98	90	91
Nc1ncc(-c2ccc(NS(=O)(=O)c3ccc(F)cc3)cc2)[nH]1	105	99	105	99	99	104	108	100	100
O=S1(=O)C=CCC1	124	90	122	108	103	82	110	·	116
O=C(NCCNc1nccc(-c2c(-c3cccc(F)c3)nc3sccn23)n1)c1ccc(C(F)(F)F)cc1	100	61	84	96	79	74	50	87	75
COC(=O)c1ccc(=O)oc1	·	91	114	96	·	91	113	103	104
Cc1ccc2[nH]c(=O)c(=O)[nH]c2c1	97	81	106	91	110	98	96	102	99
CC(C)OC(c1ccc2c(c1)OCO2)C(C)Br (centres undefined)	100	101	109	103	100	89	100	106	102
CCOC(=O)C(=Cc1cccc(C#N)c1)C(=O)OCC	110	63	48	63	28	60	20	85	55
COC(=O)C1(C)CCC[C@]2(C)[C@H]3C[C@H]4C(C(C)C)=C[C@]3(CC[C@@H]12)[C@@H]1C(=O)CC[C@H](OC(=O)c2ccco2)[C@@H]14 (some centres undefined)	99	51	100	80	91	98	81	87	93
Cc1nc2ccccc2s1	100	86	107	105	103	102	99	104	105
Cc1nc(-c2ccccc2)cc2c(O)c(C(=O)N/N=C/c3ccc(O)cc3)[nH]c(=O)c12	98	·	104	95	95	71	93	107	105

# In the list so far, 3 have an aryl thioether with sulfur outside any ring:
SMILES	HCC-2998	PC-3	DU-145	SF-539	SW-620	SNB-75	HT29	SNB-19	KM12
CCCCSc1cc(=O)[nH]c(N)n1	49	96	113	95	103	99	102	95	106
COc1ccc(-c2nc3ccc(-c4nnc(SCC(=O)Nc5ccc(Br)cc5)o4)cc3[nH]2)cc1OC	94	56	68	52	51	99	87	101	55
COc1ccc(-c2nc(SCCC(C)C)nc(N/N=C\c3ccc(OC)c(OC)c3)c2C#N)cc1	96	91	103	82	99	45	105	83	84

# Some of the entries above, set out differently.
COc1cc(C2N=C(N)N=C(N)N2c2ccc(S(N)(=O)=O)cc2)cc(OC)c1OC (centres undefined)
  HCC-2998: 97 | PC-3: 104 | DU-145: 113 | SF-539: 103 | SW-620: 106 | SNB-75: 93 | HT29: 97 | SNB-19: 108 | KM12: 108
CC(=O)Nc1ccccc1-c1nc2ccccc2s1
  HCC-2998: 100 | PC-3: 102 | DU-145: 110 | SF-539: 100 | SW-620: 107 | SNB-75: 70 | HT29: 105 | SNB-19: 95 | KM12: 105

# More records:
SMILES	HCC-2998	PC-3	DU-145	SF-539	SW-620	SNB-75	HT29	SNB-19	KM12
c1ccc(CSc2ncnc3nc[nH]c23)cc1	103&111	95&99	120&97	92&108	117&103	99&102	99&103	105&96	115&101
CCCCCCCC/C=C\CCCCCCCC(=O)OCCCCCCCCCCCCCCCC	108	90	107	102	101	110	103	114	104
COC(=O)c1cc2oc(/C=C3/SC(=S)N(N)C3=O)cc2n1Cc1ccccc1	80	-3.5*	33	45	-43*	29	63	85	59
COc1ccc(C(C)=O)cc1	120	103	112	112	109	98	109	117	125
COc1ccc(NC(=O)CCC(=O)O)cc1	98	96	107	97	99	91	100	99	92
O=C(c1ccccc1)C(O)c1ccccc1 (centres undefined)	106	92	110	92	100	90	98	98	105
CC(C)(C)c1nn(-c2ccccc2)c2nc3c(nc12)c(=O)oc1ccccc13	110	121	106	108	110	·	100	114	105
N#CC1(Nc2ccc3ccccc3c2)CCCC1	106&103	72	131&117	95&105	107&102	78&66	99	104&100	101&106
O=C(c1ccc(Cl)cc1)C(c1c[nH]c2ccccc12)c1c[nH]c2ccccc12	-90*	-33*	-92*	-94*	-53*	32	-71*	22	-5.7*
c1ccc(N2CCN(C3c4ccccc4-c4ccccc43)CC2)cc1	119	101	110	113	·	107	94	112	106
CC(C)(C)OC(=O)NCC(=O)N1CCC[C@H]1C(=O)OC/C=C/c1ccccc1	116	95	104	98	105	·	92	95	104
Cc1nn(-c2nc(-c3cc4ccccc4oc3=O)cs2)c(C)c1N=Nc1ccccc1	111	106	90	102	103	89	103	101	100
Fc1cccc(Cn2cc(CSc3nc4ccccc4o3)nn2)c1	98	104	95	91	101	82	99	96	93
O=C(/C=C/c1ccc(Cl)cc1Cl)c1cccc(OCCCCOc2cccc(C(=O)/C=C/c3ccc(Cl)cc3Cl)c2)c1	104	91	105	95	98	70	104	99	101
C=CCc1c(O)c(C(=O)/C=C/c2ccccc2OC)c(OC)c2ccoc12	75	53	83	91	67	87	58	75	58
CC1=C2CC/C(C)=C/CC[C@@]3(C)OC3CC/C(C)=C/[C@@H]2OC1 (some centres undefined)	93	99	118	96	104	83	97	92	138
O=C1CCC(N2C(=O)C(=O)c3ccccc32)N1 (centres undefined)	100	102	107	107	107	105	97	107	100
CCOC(=O)C(C#N)c1nc2sc3cc(Cl)ccc3n2c(=N)c1C#N (centres undefined)	110	64	110	99	96	80	111	90	99
C/C(CCc1ccc(O)cc1)=N\O	102	108	109	100	101	83	104	108	102

# 7 entries from above, with values under each structure:
# The line under a structure holds: HCC-2998	PC-3	DU-145	SF-539	SW-620	SNB-75	HT29	SNB-19	KM12
> Fc1cccc(Cn2cc(CSc3nc4ccccc4o3)nn2)c1
→ 98	104	95	91	101	82	99	96	93
> C/C(CCc1ccc(O)cc1)=N\O
→ 102	108	109	100	101	83	104	108	102
> C=CCc1c(O)c(C(=O)/C=C/c2ccccc2OC)c(OC)c2ccoc12
→ 75	53	83	91	67	87	58	75	58
> O=C1CCC(N2C(=O)C(=O)c3ccccc32)N1 (centres undefined)
→ 100	102	107	107	107	105	97	107	100
> CCOC(=O)C(C#N)c1nc2sc3cc(Cl)ccc3n2c(=N)c1C#N (centres undefined)
→ 110	64	110	99	96	80	111	90	99
> CC1=C2CC/C(C)=C/CC[C@@]3(C)OC3CC/C(C)=C/[C@@H]2OC1 (some centres undefined)
→ 93	99	118	96	104	83	97	92	138
> O=C(/C=C/c1ccc(Cl)cc1Cl)c1cccc(OCCCCOc2cccc(C(=O)/C=C/c3ccc(Cl)cc3Cl)c2)c1
→ 104	91	105	95	98	70	104	99	101
